WT yeast gro inh – growth inhibition of WT yeast, mitochondrial fusion screen | mitochondrial fusion phenotypic screen, WT strain | inhibition, % at 10 µM | hit rate 2.1% among 190,000; in the data active means inhibition above about 58%; tested in S. cerevisiae
PhoP inhibition – PhoP-dependent GFP reporter repression – Salmonella Typhimurium, primary screen (AID 1863). S. Typhimurium PhoP-regulated promoter GFP reporter, 4 h; higher % means a stronger effect. hit rate 0.16% among 300,000. inhibition, % at 50 µM, or IC50 in µM where a hit was titrated;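 active means inhibition over 29.93%, a cutoff 3 SD above the screen mean, later confirmed by dose response; inconclusive means inhibition over 29.93% but no dose response follow-up; inactive means inhibition at most 29.93% or unconfirmed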;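 further: 0% = low Mg2+ inducing control and 100% = high Mg2+ repressing control; strong numbers were not always called active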
PMI inhibitors – MPI enzyme activity inhibition – biochemical, fluorescence intensity, coupled assay, primary screen (AID 1209). purified PMI enzyme, coupled fluorescence intensity; higher % means a stronger effect. inhibition, % at 20 µM; hits with a dose series show IC50 in µM. hit rate 0.42% among 190,000;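 further: plate controls were DMSO vehicle for no effect and wells lacking substrate for full effect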
Siah-1 displacement – Siah-1 peptide-binding antagonists, primary screen, biochemical, fluorescence polarization, rhodamine-plectin, uHTS (AID 1817). Siah-1 / rhodamine-plectin peptide fluorescence polarization; higher % means a stronger effect. displacement, % at 20 µM; hits with a dose series show IC50 in µM. hit rate 0.02% among 290,000;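 active means displacement of at least 50% at 20 µM, with a fluorescence ratio check between 0.3 and a set limit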;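 further: plate controls were Siah plus tracer with DMSO for no effect and tracer alone without Siah for full effect; strong numbers were not always called active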
XIAP antagonists – XIAP antagonists, biochemical, IAP family, fluorescence polarization (AID 1018); hit rate 0.007% among 200,000; displacement, % at 20 µM, or IC50 in µM where a hit was titrated; XIAP BIR domain, fluorescence polarization peptide displacement; higher % means a stronger effect; in the data active means displacement above about 50%; further: a part of the inactive calls stands beside numbers as strong as those of hits
PMI inhibition – MPI inhibition at elevated mannose 6-phosphate – biochemical, fluorescence intensity, high mannose 6-phosphate, primary screen (AID 1220); one-dose inhibition, % at 20 µM; IC50 in µM for titrated hits; recombinant PMI enzyme, coupled fluorescence intensity; higher % means a stronger effect; hit rate 0.66% among 190,000
RSV CPE inhibition – inhibition of RSV-induced cytopathic effect – HEp-2 cells, primary 10 µM value included (AID 2391) | HEp-2 cells, RSV-induced CPE inhibition; higher % means a stronger effect | CPE inhibition, % at 10 µM, or IC50 in µM where a hit was titrated | hit rate 0.13% among 310,000; in the data active means a potency from the dose series; inconclusive means CPE inhibition mostly from about 23% at the one dose, without a potency; inactive means the rest, 99 in 100 with CPE inhibition below about 21%; further: strong numbers were not always called active
Myeloid diff MLP – compounds promoting myeloid differentiation; calls only at 10 µM; hit rate 1% among 360,000; ER-HoxA9 myeloid progenitors, lysozyme-GFP differentiation, flow cytometry; AID 624256;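 active means normalized GFP-positive differentiation at or above the plate's own cutoff, the solvent-only control mean plus 3 SD; inconclusive means no clear call, values can overlap the other calls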;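 further: cells exposed to compound for four days before flow analysis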
TNAP activation fold – human TNAP enzyme activators, primary screen, biochemical, luminescent, no phosphate acceptor, uHTS (AID 1001); purified TNAP, luminescent activation assay, no phosphate acceptor; higher activation fold means a stronger effect; activation fold at 20 µM, or EC50 in µM where a hit was titrated; hit rate 0.03% among 200,000; in the data active means activation fold from about 3, or a potency from the dose series; inactive means the rest, 99 in 100 with activation fold below about 1.6; further: many of its hits are not listed in these tables
WT yeast gro inh mutant strain – further read-out of WT yeast gro inh, marked with its call; inhibition, %; mitochondrial fusion phenotypic screen, mutant strain inhibition
Myeloid diff MLP GFP+ MAC1+ % – second read-out of Myeloid diff MLP, no call of its own (marks repeat the call); GFP+ MAC1+ double positive, %; measured here: differentiation confirmed by MAC1 staining
Starred values were filed as active, the others as inactive; i = inactive; ? = inconclusive; · = no result given; + = active, no number. Unless noted, no stated cut-off is given here; in the data, active means inhibition above about 50%; inactive means the rest. The order is random; any-hit rate near 3.1%.

SMILES	WT yeast gro inh	WT yeast gro inh mutant strain	PhoP inhibition	PMI inhibitors	Siah-1 displacement	XIAP antagonists	PMI inhibition	RSV CPE inhibition	Myeloid diff MLP	Myeloid diff MLP GFP+ MAC1+ %	TNAP activation fold
Nc1nc(Nc2cccc(F)c2)nc(N2CCOCC2)c1[N+](=O)[O-]	·	·	1%	·	0%	·	·	6.1%	i	0.6	·
COc1ccc(/C=C(/NC(=O)/C=C/c2ccccc2)C(=O)O)cc1	10	14	0%	-17%	15%	-6.1%	-22%	1.6%	i	0.2	1.1
O=C(c1ccc(S(=O)(=O)N2CCCC2)cc1)N1CCN(c2ccccc2)CC1	·	·	-1%	·	8%	·	·	2.3%	i	0.2	·
COc1cc(CNc2nc3ccccc3[nH]2)cc(OC)c1OC	-16	-6	-5%	-22%	1%	-5.7%	-17%	2.1%	i	0.7	1.1
O=S(=O)(c1ccccc1)N1N=C(c2ccccc2)CC1c1ccccc1F (stereo unspecified)	·	·	1%	·	-5%	·	·	?	i	0.2	·
COc1ccc(-c2cc3nc[nH]c(=O)c3s2)cc1	15	18	-6%	6%	-4%	1.2%	-1%	3.4%	i	1.0	1.1
COc1ccc(-c2nn(-c3ccccc3)cc2/C=C2/SC(=S)N(CCCC(=O)O)C2=O)c(C)c1	·	·	-5%	·	13%	·	·	?	i	0.5	·
C(=N\Nc1nc2ccccc2[nH]1)/C1CCCCC1	-2	-8	2%	5%	-12%	-7.8%	12%	0.6%	i	1.3	2.2
CCNC(=O)c1sc(=S)n(-c2ccc(C)cc2)c1N	-8	-6	12%	6%	-1%	-2.4%	6%	·	i	6.5	1.2
CCNCC(=O)N1c2ccccc2CCc2ccc(NC(=O)OC(C)C)cc21	·	·	7%	·	-4%	·	·	4.9%	i	0.7	·
CCn1ccnc1CNC(=O)CC1C(=O)NCCN1Cc1ccc(OC)cc1OC (stereo unspecified)	·	·	0%	·	-2%	·	·	-0.7%	i	0.7	·
Cn1c(=O)[nH]c(=O)c2c1nc(N1CCCCC1)n2CCOc1ccccc1	-4	-1	18%	0%	1%	2.6%	6%	-1.1%	i	1.0	1.1
N#Cc1ccccc1NCc1ccccc1	-12	-18	1%	7%	0%	-1.5%	11%	-1.3%	i	0.3	1.1
COc1ccc(NC(=S)N/C(=N/CS(=O)(=O)c2ccccc2)c2ccccc2)cc1	-10	9	6%	1%	4%	-4.0%	2%	42%	i	4.5	1.1
COc1ccccc1NS(=O)(=O)c1cccc(C(=O)N/N=C(\C)c2ccc3c(c2)OCCO3)c1	10	5	0%	6%	-2%	-5.2%	-2%	5.5%	i	1.2	1.1
COc1ccccc1-c1c(C#N)c(N)nc2c1CCC2	·	·	11%	·	-9%	·	·	3.8%	i	0.3	·
O=C(Nc1cccc(F)c1)N1CCCCCC1	·	·	-8%	·	6%	·	·	1.3%	i	1.2	·
COCCCNC(=O)c1cc(C(=O)c2c(-c3c(Cl)cccc3Cl)noc2C)c[nH]1	-4	8	-6%	-4%	0%	-2.7%	-2%	1.5%	i	0.8	1
Clc1ccc(CSc2nnc(Cn3cnc4ccccc43)o2)cc1	4	1	10%	0%	0%	-6.0%	1%	2.2%	i	1.0	1
Cc1ccc(S(=O)(=O)N(C)C)cc1NC(=S)NC12CC3CC(CC(C3)C1)C2	22	15	25%	14%	2%	·	16%	·	i	0.2	1.3

Reprinted at random: two compounds from above.
SMILES	WT yeast gro inh	WT yeast gro inh mutant strain	PhoP inhibition	PMI inhibitors	Siah-1 displacement	XIAP antagonists	PMI inhibition	RSV CPE inhibition	Myeloid diff MLP	Myeloid diff MLP GFP+ MAC1+ %	TNAP activation fold
COc1ccccc1-c1c(C#N)c(N)nc2c1CCC2	·	·	11%	·	-9%	·	·	3.8%	i	0.3	·
CCn1ccnc1CNC(=O)CC1C(=O)NCCN1Cc1ccc(OC)cc1OC (stereo unspecified)	·	·	0%	·	-2%	·	·	-0.7%	i	0.7	·

Going on with the list:
SMILES	WT yeast gro inh	WT yeast gro inh mutant strain	PhoP inhibition	PMI inhibitors	Siah-1 displacement	XIAP antagonists	PMI inhibition	RSV CPE inhibition	Myeloid diff MLP	Myeloid diff MLP GFP+ MAC1+ %	TNAP activation fold
CCN1C(=O)/C(=C/c2ccc(C)s2)SC1=Nc1ccc(OC)cc1	17	14	6%	22%	3%	-3.4%	22%	-1.0%	i	0.8	1
CC1(C)CC(=O)C(C(c2cccnc2)C2C(=O)CC(C)(C)CC2=O)C(=O)C1	3	6	-5%	-5%	2%	0.5%	-10%	-1.1%	i	0.5	1.1
COC(=O)c1c(C)oc(C)c1S(=O)(=O)NC(C)(C)C	·	·	-2%	·	10%	·	·	0.7%	i	0.5	·
CCOC(=O)N1CCN(C(=S)NC(=O)c2nn(C)cc2Br)CC1	-8	-1	10%	-1%	0%	-5.6%	0%	0.8%	i	1.2	1
CCC1(C)N=C(c2ccc3c(c2)OCO3)CC(c2ccccc2O)N1 (stereo unspecified)	20	17	4%	24%	2%	-24%	9%	-0.1%	i	4.5	1
COc1ccc(Cl)cc1S(=O)(=O)N1CCN=C1C	-2	-1	2%	-4%	4%	-4.6%	2%	1.3%	i	1.0	1.2
COc1ccc(C(=O)Nc2ccc3c(c2)nc2n3CCSC2)cc1	6	22	-4%	0%	-8%	-5.5%	7%	6.1%	i	0.1	0.9
CN1CCN(CCCN(Cc2ccco2)C(=S)Nc2ccc(Cl)cc2)CC1	9	9	4%	3%	-6%	-6.6%	7%	3.7%	i	0.5	1
c1ccc(COc2ccc(OCCN3CCCC3)cc2)cc1	10	10	0%	11%	1%	-6.9%	16%	-1.2%	i	0.8	1.2
COc1ccc(-n2c(C)nc3sc4c(c3c2=O)CCCC4)cc1	0	-5	-1%	3%	0%	-18%	4%	2.3%	·	·	1.1
Cc1ccc(CSCc2ccc(C(=O)NCCCN3CCOCC3)o2)cc1	5	0	-5%	-4%	15%	-1.6%	2%	-1.8%	i	0.1	1.2
O=C(COC(=O)Cc1ccsc1)NC(c1ccccc1)c1ccccc1	-19	-21	5%	8%	-6%	-1.0%	11%	0.0%	i	0.2	1.2
CCOC(=O)CN/C=C(\C#N)c1ccccc1	-21	-9	-17%	4%	-3%	-4.9%	9%	0.8%	i	0.4	1.1
CCOC(=O)C1CCN(S(=O)(=O)c2ccc(Br)c(OCC)c2)CC1	-3	-18	-6%	18%	2%	-4.0%	12%	3.3%	i	1.0	1.1
CCCCC(CCC(=O)NNC(=O)Cc1ccccc1)C(=O)O (stereo unspecified)	17	8	16%	11%	3%	-7.7%	2%	-0.1%	i	0.9	1.1
O=C(/C=C/c1ccc[nH]1)c1ccc(F)cc1	-4	-13	3%	-12%	-2%	-7.8%	5%	0.6%	i	0.2	1
Cc1ccccc1NC(=O)CN1C(=O)NC(C)(c2ccc3c(c2)OCO3)C1=O (stereo unspecified)	-16	-4	-16%	2%	2%	-7.5%	-3%	0.8%	i	0.9	1.1
CCOC(=O)c1ccc(NC(=O)CSc2nnc(CNc3ccc(OC)cc3)n2C)cc1	-10	1	-1%	22%	1%	-4.5%	54%*	-1.1%	·	·	1.1
Cc1c(NS(=O)(=O)c2cccc(C(=O)NCc3ccncc3)c2)c(=O)n(-c2ccccc2)n1C	-27	-35	-7%	5%	5%	0.2%	0%	1.1%	i	0.7	1.1
O=C(c1cccc([N+](=O)[O-])c1)c1ccccn1	·	·	-5%	·	-1%	·	·	-0.1%	i	0.4	·
O=C(Nc1ccc(N2CCOCC2)cc1)Nc1ccc2nc(-c3ccco3)c(-c3ccco3)nc2c1	-39	-16	-9%	-4%	37%	-11%	27%	21%	·	·	0.8
CC(C)(C)c1cc(C(=O)NNc2cccc(Cl)c2)n(Cc2ccccc2)n1	·	·	-10%	·	9%	·	·	5.8%	i	0.0	·
Cc1nc(N)sc1-c1csc(Nc2ccc(Cl)cn2)n1	6	14	14%	27%	2%	0.0%	42%	31%	i	2.0	1.3
O=C(/C=C/c1ccc(Cl)cc1)N1CCN(c2ccc(Cl)cc2[N+](=O)[O-])CC1	60	64	3%	7%	-4%	-1.2%	1%	16%	i	0.3	1
CCc1ccc2oc(C(=O)Nc3nonc3C)c(C)c2c1	·	·	7%	·	12%	·	·	16%	i	1.8	·
CCc1cc(=O)oc2cc(C)cc(OCC(=O)N3CCC(C(=O)NC(C)C)(c4ccccc4)CC3)c12	·	·	-2%	·	2%	·	·	1.9%	i	0.4	·
Cc1ccc(C(O)(C(=O)NNc2ccccn2)c2ccc(C)cc2)cc1	-6	-20	2%	-10%	1%	-7.7%	-13%	1.7%	i	0.4	1.2
CN1C(=O)C(O)(c2nnc(-c3ccccc3)o2)c2ccccc21 (stereo unspecified)	-5	-8	-3%	0%	24%	-5.4%	-3%	-1.5%	i	0.1	1.1
O=C(O)c1ccccc1NC(=O)c1cc(-c2ccccc2)nc2ccccc12	·	·	-3%	·	0%	·	·	14%	i	2.8	·
COc1ccc(NC(=O)C2CCN(S(=O)(=O)c3ccccc3)CC2)cc1	·	·	-4%	·	-3%	·	·	2.3%	?	·	·
Cc1c(Cl)cccc1NC(=O)Cn1c(CCC(=O)O)ccc1-c1ccccc1	·	·	-8%	·	2%	·	·	1.2%	i	0.5	·
CCCC(O)(c1ccc(OC)cc1)C(CN1CCOCC1)c1ccccc1 (stereo unspecified)	4	6	-1%	-9%	3%	-4.0%	-10%	0.5%	i	0.4	1
Clc1cccc(Cl)c1C1Nc2cccc3cccc(c23)N1	·	·	16%	·	25%	·	·	20%	+	1.7*	·
CCOc1cc(N2CCOCC2)c(OCC)cc1NC(=O)Cc1ccccc1	·	·	-7%	·	1%	·	·	1.0%	i	0.2	·
O=S1(=O)c2ccccc2N=NN1Cc1ccc(Cl)cc1	2	-12	3%	-12%	0%	-8.3%	-40%	0.9%	i	0.8	0.9
CN(C)c1nc(SCc2ccccc2)nc(N2CCOCC2)n1	-3	-18	7%	7%	-1%	-4.0%	3%	11%	i	0.5	1.1
O=C(NC1CCCCC1)c1ccccc1-c1ccccc1	-4	3	-3%	7%	3%	-6.7%	9%	-0.5%	i	0.9	0.9
N/C(COc1cccc(C(F)(F)F)c1)=N\NC(=O)c1cccnc1Oc1ccccc1	7	-6	2%	-10%	2%	-4.2%	-7%	2.5%	i	1.8	1.1
CCN1CCCC1CNC1=NCCCCC1 (stereo unspecified)	-7	-9	-5%	-1%	0%	-1.7%	-1%	0.1%	i	0.9	1.1
Cc1cc(C(=O)N/N=C/c2ccc(-c3cccc([N+](=O)[O-])c3)o2)n[nH]1	·	·	-1%	·	5%	·	·	3.1%	i	1.0	·
CCN(CC)CCN1C(=O)C2C3c4ccccc4C(c4ccccc43)C2C1=O (stereo unspecified)	-1	-2	-13%	8%	-1%	-3.8%	1%	-1.0%	i	0.4	1
Cc1n[nH]c(C)c1C(=O)CC1(O)C(=O)N(Cc2ccccc2)c2ccc(Br)cc21 (stereo unspecified)	7	1	-3%	-1%	-1%	-6.9%	0%	3.5%	i	0.7	1.2

Source: PubChem
